DRD3 agonist – D3 dopamine receptor (human) agonism. P35462. D3R DiscoveRx beta-arrestin cells, luminescence, 90 min. max activation, %. 410,000 tested, 0.58% active. AID 652048; in the data active = max activation above about 30%; also: 0% is about no effect; mostly tested at two doses, the higher about 12 µM
Target sequence (P35462 whole entry, looked up): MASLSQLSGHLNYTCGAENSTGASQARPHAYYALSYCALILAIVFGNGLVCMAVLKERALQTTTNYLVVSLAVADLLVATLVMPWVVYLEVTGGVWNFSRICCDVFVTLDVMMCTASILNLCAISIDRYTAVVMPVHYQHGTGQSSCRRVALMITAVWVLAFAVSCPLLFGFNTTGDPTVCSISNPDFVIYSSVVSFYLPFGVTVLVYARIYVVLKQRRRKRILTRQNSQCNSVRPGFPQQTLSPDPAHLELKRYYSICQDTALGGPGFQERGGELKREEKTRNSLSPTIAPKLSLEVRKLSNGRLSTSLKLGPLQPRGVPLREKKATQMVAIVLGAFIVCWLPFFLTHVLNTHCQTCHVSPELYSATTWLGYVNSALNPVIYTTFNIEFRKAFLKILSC
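Cells at 1500/well, incubated overnight, then treated with pinned compounds (dopamine as control) for 90 min at 37 degrees C. DiscoveRx reagent added for 30 - 60 minutes at room temperature; luminescence read.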
An asterisk follows results filed as active.

What do the screens show for `O=C(Cn1c(=O)n(-c2ccc(Cl)cc2)c(=O)c2oc3ccccc3c21)Nc1ccccc1`?
DRD3 agonist: 9

Results for Cc1cccc(C)c1N(CCCc1cccnc1)C(=O)C(C)N (stereo not given) ?
DRD3 agonist: 4

How did COc1ccc(-c2nc3ccccc3s2)cc1NC(=O)COc1cccc(C)c1 do in these assays?
DRD3 agonist: 1

What do the screens show for `COc1cc(C(=O)NC2CC(=O)N(c3cccc(F)c3)C2)cc(OC)c1OC` (stereo not given)?
DRD3 agonist: 11

What do the screens show for `COc1ccc(Nc2cc(C(=O)NCCCN(C)Cc3ccccc3)c3ccccc3n2)cc1OC`?
DRD3 agonist: -22

Results for COc1ccc(CCC(=O)NC2CC(=O)N(c3ccccc3)C2)cc1 (stereo not given) ?
DRD3 agonist: -6

Results for O=S(=O)(c1ccc(-c2csc(=Nc3ccc(OC(F)(F)Cl)cc3)n2CCCO)cc1)N1CCCC1 ?
DRD3 agonist: -2

How did Cc1nn(CCC(=O)Nc2cccc(C#N)c2)c(C)c1S(=O)(=O)N1CCC(C)CC1 do in these assays?
DRD3 agonist: 2

Results for CCOc1ccccc1CNC(=O)c1ccc2c(c1)N(Cc1ccc(C)cc1)CCS2 ?
DRD3 agonist: -11

How did COc1ccc(-c2nc3c(c(SC)n2)Cc2c(CO)cnc(C)c2O3)cc1 do in these assays?
DRD3 agonist: -15

Ordered by length of the SMILES (ascending): some entries from above.
How did COc1ccc(-c2nc3ccccc3s2)cc1NC(=O)COc1cccc(C)c1 do in these assays?
DRD3 agonist: 1

Results for CCOc1ccccc1CNC(=O)c1ccc2c(c1)N(Cc1ccc(C)cc1)CCS2 ?
DRD3 agonist: -11

What do the screens show for `O=C(Cn1c(=O)n(-c2ccc(Cl)cc2)c(=O)c2oc3ccccc3c21)Nc1ccccc1`?
DRD3 agonist: 9

Continued:
What do the screens show for `CC[C@@H]1/C=C(\C)C[C@H](C)C[C@H](OC)[C@H]2O[C@@](O)(C(=O)C(=O)N3CCCC[C@H]3C(=O)O[C@H](/C(C)=C/[C@@H]3CC[C@@H](Cl)[C@H](OC)C3)[C@H](C)[C@@H](O)CC1=O)[C@H](C)C[C@@H]2OC`?
DRD3 agonist: -3

What do the screens show for `COc1ccc(NC(=O)N2CCN3CCCCC3C2)cc1OC` (stereo not given)?
DRD3 agonist: -20

How did Cc1c(C(=O)NCc2ccc(Cl)cc2)oc2ccc3c(c12)C(=O)CC(C)(C)O3 do in these assays?
DRD3 agonist: 7

What do the screens show for `Cc1ccc(-c2cn3c(n2)sc2cc(C(=O)NC4CCCCC4)ccc23)cc1`?
DRD3 agonist: -3

Results for COc1ccc(CC(=O)NC2CC(=O)N(c3ccc(C)c(C)c3)C2)cc1OC (stereo not given) ?
DRD3 agonist: 7

Results for CCCN(CCC)c1ccc(C2N=C(N)Nc3nc4ccccc4n32)cc1 (stereo not given) ?
DRD3 agonist: 9

How did Cc1ccccc1CN1C(=O)c2ccccc2Sc2ccc(C(=O)N3CCCC3)cc21 do in these assays?
DRD3 agonist: 1

Results for COc1ccc(OC)c(-c2nc(Nc3ccccc3C)sc2CC(=O)O)c1 ?
DRD3 agonist: -4

Results for COc1c(C)c2c(c(O)c1C/C=C(\C)CCC(=O)OCCN1CCOCC1)C(=O)OC2 ?
DRD3 agonist: -11

How did Cn1c(=O)c(=O)n(C)c2cc(S(=O)(=O)Nc3ccc(Cl)c(C(F)(F)F)c3)ccc21 do in these assays?
DRD3 agonist: -13

How did O=S(=O)(NCC(c1ccco1)N1CCN(c2ccc(F)cc2)CC1)c1ccccc1 (stereo not given) do in these assays?
DRD3 agonist: -1

What do the screens show for `Cc1ccc(-n2nnnc2CNC(=O)c2ccccc2S(C)(=O)=O)cc1C`?
DRD3 agonist: -3

What do the screens show for `CCc1ccc(C2=CC(c3cccc(OC)c3OC)n3c(nc4ccccc43)N2)cc1` (stereo not given)?
DRD3 agonist: 6

What do the screens show for `Cn1c(NCc2cccc(Cl)c2)nc2ccccc21`?
DRD3 agonist: -16

How did Cc1ccc2nc(CSc3nnc(NC(=O)c4ccc(C(C)(C)C)cc4)s3)cc(=O)n2c1 do in these assays?
DRD3 agonist: 5

Results for CCOC(=O)C1CCCN(C(=O)c2ccc3c(c2)N(Cc2cccc(Cl)c2)C(=O)c2ccccc2S3(=O)=O)C1 (stereo not given) ?
DRD3 agonist: 9

Results for Cc1nc(N2CCCC2)c2c(C(=O)N3CCN(c4cccc(Cl)c4)CC3)c(C)oc2n1 ?
DRD3 agonist: -6

Results for O=C(CSc1nnc2[nH]c(=O)cc(-c3ccccc3)n12)Nc1ccccc1C(F)(F)F ?
DRD3 agonist: -1

How did CCCC(=O)Nc1cccc(OCc2cc(=O)n3cccc(C)c3n2)c1 do in these assays?
DRD3 agonist: -5

How did Cc1ccc(NC(=O)C(C)Sc2nc3c(c(=O)[nH]2)CCCC3)cc1Cl (stereo not given) do in these assays?
DRD3 agonist: -1

Entries shown so far that contain a furan ring, fused or not, in the order listed:
What do the screens show for `O=C(Cn1c(=O)n(-c2ccc(Cl)cc2)c(=O)c2oc3ccccc3c21)Nc1ccccc1`?
DRD3 agonist: 9

How did Cc1c(C(=O)NCc2ccc(Cl)cc2)oc2ccc3c(c12)C(=O)CC(C)(C)O3 do in these assays?
DRD3 agonist: 7

How did O=S(=O)(NCC(c1ccco1)N1CCN(c2ccc(F)cc2)CC1)c1ccccc1 (stereo not given) do in these assays?
DRD3 agonist: -1

Results for Cc1nc(N2CCCC2)c2c(C(=O)N3CCN(c4cccc(Cl)c4)CC3)c(C)oc2n1 ?
DRD3 agonist: -6

Further records
How did Cc1ccc(-n2c(=O)c3oc4ccccc4c3n(CC(=O)Nc3ccc(F)c(Cl)c3)c2=O)cc1C do in these assays?
DRD3 agonist: 6

How did COc1cccc2c1C(=O)c1c(O)c3c(c(O)c1C2=O)C[C@@](O)(C(=O)CO)C[C@@H]3O[C@H]1C[C@H](N)[C@H](O[C@@H]2CCCCO2)[C@H](C)O1 do in these assays?
DRD3 agonist: -17

What do the screens show for `O=C(COc1ccc(Cl)cc1)Nc1ccc2nc(SCC(=O)N3CCOCC3)sc2c1`?
DRD3 agonist: 10

Results for Cc1ccc(NC(=O)Cn2c(=O)n(Cc3ccc4c(c3)OCO4)c(=O)c3oc4ccccc4c32)cc1C ?
DRD3 agonist: -22

What do the screens show for `Cc1oc2ccc(O)c(CN3CCN(Cc4ccccc4)CC3)c2c1C(=O)Nc1cccc(Cl)c1C`?
DRD3 agonist: 2

What do the screens show for `O=C(c1cccc(Br)c1)N1CCN(Cc2cc(=O)n3nc(-c4ccccc4)sc3n2)CC1`?
DRD3 agonist: -1

What do the screens show for `Cc1ccc2nc(NC(=O)CSc3ncc(C(=O)Nc4ccccc4)c(=O)n3C)sc2c1`?
DRD3 agonist: 1

What do the screens show for `COc1ccccc1N1CCN(S(=O)(=O)c2ccc(-c3cc(C(F)(F)F)on3)s2)CC1`?
DRD3 agonist: -2

What do the screens show for `Cc1ccc(C(=O)N2CCc3cc(CNC(=O)CSc4ccccc4)ccc32)cc1`?
DRD3 agonist: -9

What do the screens show for `O=C(Nc1cccc(Br)c1)c1cc(S(=O)(=O)N2CCCCC2)c[nH]1`?
DRD3 agonist: -5

What do the screens show for `CCOC(=O)[C@H](CS)NCCN[C@@H](CS)C(=O)OCC`?
DRD3 agonist: 0

Results for CCC(C(=O)NCCC(C)C)N(C(=O)Cn1nnc(-c2ccc(C)cc2)n1)c1cccc(O)c1 (stereo not given) ?
DRD3 agonist: 15

What do the screens show for `Cc1ccc(C2c3[nH]c4ccccc4c3CCN2C(=O)CCC2CCCC2)cc1` (stereo not given)?
DRD3 agonist: 6

Results for Cc1ccc(CCNC(=O)c2ccc(CNS(=O)(=O)c3ccc(F)cc3)cc2)cc1 ?
DRD3 agonist: -5

What do the screens show for `Cc1ccc(C(=O)N/C(=C\c2ccc(Cl)cc2)C(=O)NC2CCCCC2)cc1`?
DRD3 agonist: -16

Results for COc1cc(Nc2nc3c(S(=O)(=O)c4cccc(Cl)c4)nnn3c3ccsc23)cc(OC)c1 ?
DRD3 agonist: 7

Results for COc1cccc(NC(=O)CSc2nc(=O)[nH]c3c2CCCC3)c1 ?
DRD3 agonist: 3

Results for CCC1CCCCN1CCCNC(=O)c1sc2nc(C)cc(C)c2c1-n1cccc1 (stereo not given) ?
DRD3 agonist: -8

How did Cc1c(Cl)cccc1NC(=O)CN1C(=O)COc2ccc(S(=O)(=O)N3CCOCC3)cc21 do in these assays?
DRD3 agonist: 8

What do the screens show for `O=C(CS(=O)(=O)c1cccc2nsnc12)NCc1ccc(Cl)cc1`?
DRD3 agonist: -14

What do the screens show for `COc1ccccc1NC(=O)C1=C(C)Nc2c(C(=O)Nc3ccc(F)cc3)cnn2C1c1ccc(Cl)cc1` (stereo not given)?
DRD3 agonist: -3

What do the screens show for `COc1ccc(Br)cc1CNC(=O)CCc1cn(Cc2ccc(C)cc2)c2ccccc12`?
DRD3 agonist: 4

Results for CCC(C)NC(=O)CSc1nc2cc3c(cc2c(=O)n1CCCC(=O)NCCc1ccc(OC)c(OC)c1)OCO3 (stereo not given) ?
DRD3 agonist: 6

Results for COc1ccc(C2=NC(C)(C)N(CC(=O)Nc3cccc(C)c3)C2=O)cc1 ?
DRD3 agonist: 5

Results for CCOc1ccc(N2CC(NC(=O)c3ccc(S(=O)(=O)N4CCCCC4)cc3)CC2=O)cc1 (stereo not given) ?
DRD3 agonist: 11

Results for CC(C)c1ccc(Nc2cc(C(=O)NCCCN(C)Cc3ccccc3)c3ccccc3n2)cc1 ?
DRD3 agonist: -18

What do the screens show for `CCOC(=O)c1cnc(N2CCN(c3ccc(OC)cc3)CC2)c2ccccc12`?
DRD3 agonist: -25

How did COc1ccccc1CNC(=O)C1CCN(S(=O)(=O)c2c(C)noc2/C=C/c2cccs2)CC1 do in these assays?
DRD3 agonist: -13

Results for COc1ccc(N2CC(NC(=O)c3cccs3)CC2=O)cc1 (stereo not given) ?
DRD3 agonist: 5

How did CCOc1ccc(NC(=O)c2cc(S(=O)(=O)NC3CCCC3)ccc2F)cc1 do in these assays?
DRD3 agonist: -3

How did COc1cccc(-c2cc(C(=O)NCc3ccccc3)[nH]n2)c1 do in these assays?
DRD3 agonist: -21

How did Cc1c(C(=O)N2CCC(C)CC2)c(S(=O)(=O)NCc2ccc(Br)cc2)c(C)n1C do in these assays?
DRD3 agonist: 5

How did COc1ccc(NC(=O)CN(C)S(=O)(=O)c2ccc3nc(C)sc3c2)cc1Cl do in these assays?
DRD3 agonist: -3

How did Cc1ccc(CCNC(=O)Cn2nc(-c3ccc(C)cc3)ccc2=O)cc1 do in these assays?
DRD3 agonist: -15

How did Cc1c(Cl)cccc1NC(=O)CSc1nc(=O)n(CCN2CCOCC2)c2c1CCC2 do in these assays?
DRD3 agonist: -10

How did O=C(Nc1ccc(Oc2ccccc2)cc1)c1ccc(F)c(S(=O)(=O)N2CCN(c3cccc(Cl)c3)CC2)c1 do in these assays?
DRD3 agonist: -4

How did O=C(Cn1ccn(-c2cccc(Cl)c2)c(=O)c1=O)c1ccc(F)cc1 do in these assays?
DRD3 agonist: 6

What do the screens show for `CCOC(=O)c1ccc(NC(=O)CC2C(=O)N(c3cccc(OC)c3)C(=O)N2Cc2cccnc2)cc1` (stereo not given)?
DRD3 agonist: 4

What do the screens show for `O=C(COc1ccc(F)cc1)Nc1cccc(OCc2cc(=O)n3ccccc3n2)c1`?
DRD3 agonist: -15

What do the screens show for `CCCCn1nc(NC(=O)c2cccc(Cl)c2)c2cc3cccc(C)c3nc21`?
DRD3 agonist: -10

Results for CCCN(CCC)C(=O)C1CCN(c2ncnc3c2nc2n3CCCCC2)CC1 ?
DRD3 agonist: 3

How did CC(C)Cn1c(=O)c2sccc2n2c(CCCC(=O)NCC(C)c3ccccc3)nnc12 (stereo not given) do in these assays?
DRD3 agonist: 2

How did O=C(c1ccc(Br)s1)N(Cc1cccnc1)c1nc2ccc(F)cc2s1 do in these assays?
DRD3 agonist: -2

How did COc1ccc(C(=O)NC2(C(F)(F)F)C(=O)NC(C)=C2C#N)cc1OC (stereo not given) do in these assays?
DRD3 agonist: -15

How did COc1ccccc1N=c1scc(-c2ccc(S(=O)(=O)N3CCCC3)cc2)n1C do in these assays?
DRD3 agonist: 17

What do the screens show for `CC(C)N(C(=O)Cn1cc(S(=O)(=O)Cc2ccc(Cl)cc2)c2ccccc21)C(C)C`?
DRD3 agonist: 6

What do the screens show for `COCCOC(=O)c1c(-c2ccccc2)c(-c2ccccc2)nn(C)c1=O`?
DRD3 agonist: 11

Results for COc1ccc(S(=O)(=O)N2CCCCC2)cc1C(=O)Nc1cccc(C(F)(F)F)c1 ?
DRD3 agonist: -20

How did CCSc1ccccc1C(=O)Nc1ccc(-c2nc3ccccc3s2)c(O)c1 do in these assays?
DRD3 agonist: -19

Results for COc1ccc2nc(NC(=O)c3nc(S(=O)(=O)Cc4cccc(C)c4)ncc3Cl)sc2c1 ?
DRD3 agonist: -17

What do the screens show for `COc1ccc2c(CNCCc3ccccc3)c(C(=O)O)n(Cc3cccc(F)c3)c2c1`?
DRD3 agonist: -21

Results for COc1ccc(CNC(=O)Cn2c(=O)nc(-c3ccccc3)c3cc(Cl)ccc32)cc1OC ?
DRD3 agonist: 8

What do the screens show for `COC(=O)CN1C(=O)C(C)(C)c2cc(S(=O)(=O)Nc3ccc(Br)cc3F)ccc21`?
DRD3 agonist: -9

Results for Cc1ccc(N2CCN(C(=O)c3nn(C)c4c3CSc3ccccc3-4)CC2C)cc1 (stereo not given) ?
DRD3 agonist: 4

How did COc1ccccc1NC(=O)CSc1nncn2c1cc1sccc12 do in these assays?
DRD3 agonist: 6

Results for Cn1cnc(S(=O)(=O)N2CCCC(C(=O)NCc3ccccc3)C2)c1 (stereo not given) ?
DRD3 agonist: 11

How did Clc1ccccc1N1CCN(c2ncnc3c2c(-c2ccccc2)cn3-c2ccccc2)CC1 do in these assays?
DRD3 agonist: -6

What do the screens show for `CCCS(=O)(=O)c1ncc(Cl)c(C(=O)N2CCN(c3ccc(OC)cc3)CC2)n1`?
DRD3 agonist: -22

How did O=C(CCc1ccccc1)NCc1nc2cccnc2n1Cc1ccc(F)cc1 do in these assays?
DRD3 agonist: -9

Results for CCOc1ccccc1NC(=O)CSc1cc(=O)n(CC)c2ccccc12 ?
DRD3 agonist: 1

Screens (PubChem BioAssay)

These rows are one share of the data, so the mix of outcomes need not match the whole.
